JMJD2E inh: inhibitors of human JMJD2E histone demethylase | B2RXH2 | JMJD2E catalytic domain, FDH-coupled NADH fluorescence (FDH is formaldehyde dehydrogenase) | Potency, µM (doses to about 57.1 µM), without a hit: top-dose activity change, negative = inhibition, actives largely listed as inhibitors | 1.6% of 230,000 active | AID 2147; active = well fitted inhibition curve with a large enough effect, not every such curve was filed as active; inconclusive = small, poorly fitted or top-dose-only effect, or another doubt; inactive = no such curve, though single readings can be large or run the other way;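 also: 0% = wells with enzyme and -100% = buffer wells without enzyme; nearly all actives have a fitted effect of over 50% in size; many of its hits are not listed in these tables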
Target sequence (B2RXH2 1-337 limits assumed): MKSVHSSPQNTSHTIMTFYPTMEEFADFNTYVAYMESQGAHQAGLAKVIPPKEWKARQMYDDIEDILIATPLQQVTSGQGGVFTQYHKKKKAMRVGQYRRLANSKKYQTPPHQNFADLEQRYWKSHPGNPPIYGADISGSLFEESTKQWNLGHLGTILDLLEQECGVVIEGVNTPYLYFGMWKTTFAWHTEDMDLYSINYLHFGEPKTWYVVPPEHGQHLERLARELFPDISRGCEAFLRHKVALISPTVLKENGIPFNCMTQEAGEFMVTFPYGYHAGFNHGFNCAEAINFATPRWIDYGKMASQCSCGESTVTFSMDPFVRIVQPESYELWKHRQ
Tau FP inhib: tau fibrillization inhibition (FP); AID 1468; K18 P301L tau heparin fibrillization, Alexa594 FP, 6 h; Potency, µM (doses to about 57.7 µM), without a hit: at the highest dose activity, negative = inhibition, most hits filed as inhibitors; 0.39% of 280,000 active; also: nearly all actives have a fitted effect of over 55% in size
Target sequence (P10636 561-689 P618L limits assumed): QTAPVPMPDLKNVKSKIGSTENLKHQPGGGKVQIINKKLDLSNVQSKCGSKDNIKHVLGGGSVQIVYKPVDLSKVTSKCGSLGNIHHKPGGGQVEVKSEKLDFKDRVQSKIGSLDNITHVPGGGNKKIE
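Read-out: fluorescence polarization of Alexa 594-labeled tau (0.24 uM), 555 nm excitation, 632 nm emission. Mixtures held 15 uM unlabeled K18 P301L, compound and 20 uM heparin, pH 7 acetate buffer, incubated 6 hr at 37 C.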
L3MBTL1 block: blocks human L3MBTL1; Q9Y468; AlphaScreen L3MBTL1–H3K9me1 peptide binding; AID 485360; Potency, µM (top dose mostly 57.1 µM), for the others: at the highest dose activity, negative = inhibition, hits mostly inhibitors; 0.66% of 230,000 active; also: nearly all actives have a fitted effect of over 60% in size
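Displacement of a biotinylated histone H3(1-15) peptide monomethylated at Lys9 (75 nM) from L3MBTL1 (50 nM) was measured by AlphaScreen after a 30 min room-temperature compound incubation; cefsulodin titration served as intraplate control.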
RECQ1 helicase: blocks DNA unwinding by human RECQ1; P46063; RECQ1 DNA unwinding, red fluorescence kinetic read; Potency, µM (series often up to 57.3 µM), without a hit: at the top dose activity, negative = inhibition, hits mostly inhibitors; 0.54% of 240,000 active; AID 2549;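 also: plate controls were vehicle for no effect and no enzyme for full effect; nearly all actives have a fitted effect of over 30% in size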
Target sequence (P46063 whole entry, looked up): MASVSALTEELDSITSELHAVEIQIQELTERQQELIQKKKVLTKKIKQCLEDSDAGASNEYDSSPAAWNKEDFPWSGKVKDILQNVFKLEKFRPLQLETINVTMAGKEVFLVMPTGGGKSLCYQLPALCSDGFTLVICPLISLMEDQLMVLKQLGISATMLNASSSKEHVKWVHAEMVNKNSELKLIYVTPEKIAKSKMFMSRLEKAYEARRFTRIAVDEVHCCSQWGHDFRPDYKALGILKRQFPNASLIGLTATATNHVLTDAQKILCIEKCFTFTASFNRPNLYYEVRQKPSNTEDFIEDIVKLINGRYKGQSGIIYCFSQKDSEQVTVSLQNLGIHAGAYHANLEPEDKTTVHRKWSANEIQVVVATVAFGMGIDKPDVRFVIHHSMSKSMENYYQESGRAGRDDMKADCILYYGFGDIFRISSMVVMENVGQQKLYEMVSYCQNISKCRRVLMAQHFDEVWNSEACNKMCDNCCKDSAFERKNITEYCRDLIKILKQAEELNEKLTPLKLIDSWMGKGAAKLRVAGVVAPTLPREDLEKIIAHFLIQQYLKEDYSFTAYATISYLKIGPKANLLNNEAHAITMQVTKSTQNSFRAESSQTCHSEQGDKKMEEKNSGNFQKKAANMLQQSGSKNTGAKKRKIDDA
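50 nM RECQ1T1 preincubated 15 min with compound in Tris pH 8.0 buffer with MgCl2, DTT, Tween-20 and 2.5 ug/ml poly(dI-dC); started with 200 nM TAMRA/BHQ-2 forked duplex and 2 mM ATP. Unwinding read as fluorescence (525/598 nm), two reads 2 h apart.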
TexasRed fluor: counter-screen for TRb-SRC2 inhibitors: fluorescence interference | TRb/SRC2 Texas Red total fluorescence interference | Potency, µM (titrated, usually from 106 µM), inactives show at the top dose fluorescence change, negative = quenching | 0.29% of 280,000 active | AID 1479; active = well fitted curve in either direction with a large enough effect; inconclusive = small, poorly fitted or top-dose-only effect
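Human TRb ligand-binding domain at 0.6 uM with 20 nM Texas Red SRC2 peptide in Tris buffer containing 1 uM T3 and 5% DMSO, incubated with compound 5 h at ambient temperature. Total fluorescence (555/632 nm) calculated as parallel + 2 × perpendicular.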
RGS12 GoLoco inh: RGS12 GoLoco-Gai1 interaction inhibition. P63096. Gai1:RGS12 GoLoco peptide FP, rhodamine, 10 min. Potency, µM (series often up to 61.6 µM), inactives show at the highest dose activity, negative = inhibition, actives largely listed as inhibitors. 0.44% of 230,000 active; active = well fitted inhibition curve with a large enough effect, not every such curve was filed as active; inactive = no such curve, though single readings can be large or run the other way; also: nearly all actives have a fitted effect of over 30% in size; many of its hits are not listed in these tables
TRb-SRC2 inh: TRbeta-SRC2 interaction inhibition. P10828. TRbeta-SRC2 peptide binding, fluorescence polarization; receptor liganded with 1 µM T3. Potency, µM (top dose mostly 106 µM), for inactives: at the top dose activity change, negative = inhibition, hits mostly inhibitors. AID 1469. 0.065% of 280,000 active;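 also: plate controls were bound peptide for no effect and peptide without receptor for full effect; nearly all actives have a fitted effect of over 50% in size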
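Read-out is fluorescence polarization (555 nm excitation, 632 nm emission) of a Texas Red SRC2 coactivator peptide; loss of signal reflects blocked binding to human TRb ligand-binding domain in the presence of 1 uM T3.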
Tau ThT inhib: tau fibrillization inhibition (ThT binding); Potency, µM (top dose mostly 57.4 µM), without a hit: top-dose activity, negative = inhibition, usual class: inhibitors; AID 1460; 2.1% of 270,000 active; P10636; recombinant tau K18 P301L (four-repeat tau fragment), heparin-induced fibrillization, ThT fluorescence; also: nearly all actives have a fitted effect of over 55% in size
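Heparin-induced fibrillization of the P301L-mutant K18 repeat-domain fragment of human tau was followed by ThT binding in quantitative high-throughput format.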
Active calls of the source: *; i = inactive; ? = inconclusive; . = no result given; [ ] = another dose, or the depositor's remark. Unless noted, calls follow the shape of the dose curve; as a rule, active = well fitted curve in the direction sought with a large enough effect; inconclusive = small, poorly fitted or top-dose-only effect, or another doubt; inactive = no such curve, though single readings can be large; an effect the other way counts as inactive or inconclusive. Unless noted, % is scaled to controls: 0 for no effect and ±100 for the full control effect; potency is read from the fitted curve at half-maximal effect. These rows are one share of the data, so the mix of outcomes need not match the whole.

The opening three compounds, ahead of the listing:
SMILES | JMJD2E inh | Tau FP inhib | L3MBTL1 block | RECQ1 helicase | TexasRed fluor | RGS12 GoLoco inh | TRb-SRC2 inh | Tau ThT inhib
FC(F)(F)c1cc(-c2ccccc2)nc(-n2cncn2)n1 | -28% | -1% | -2% | 1% | -2% | -12% | -15% | -6%
CCOc1ccc(/C=C/[N+](=O)[O-])c2ccccc12 | -3% | ? | -1% | -4% | 1% | -9% | -5% | ?
O=C1CC(c2nnc(Cc3ccc(Cl)cc3)o2)CN1c1ccccc1 (centres undefined) | . | -9% | . | . | -2% | . | 3% | -2%

This part in full, repeating the preview:
SMILES | JMJD2E inh | Tau FP inhib | L3MBTL1 block | RECQ1 helicase | TexasRed fluor | RGS12 GoLoco inh | TRb-SRC2 inh | Tau ThT inhib
FC(F)(F)c1cc(-c2ccccc2)nc(-n2cncn2)n1 | -28% | -1% | -2% | 1% | -2% | -12% | -15% | -6%
CCOc1ccc(/C=C/[N+](=O)[O-])c2ccccc12 | -3% | ? | -1% | -4% | 1% | -9% | -5% | ?
O=C1CC(c2nnc(Cc3ccc(Cl)cc3)o2)CN1c1ccccc1 (centres undefined) | . | -9% | . | . | -2% | . | 3% | -2%
Cc1ccccc1N(CC(=O)NCc1ccncc1)S(C)(=O)=O | -24% | 4% | 0% | -12% | -2% | -7% | -1% | 10%
CCN(CC)c1nn2c(=O)c(C(=O)NCc3ccc(N(C)C)cc3)cnc2s1 | . | 4% | . | . | 1% | . | -6% | -10%
O=C(O)c1cc2ccccc2n1-c1ccccc1 | 2% | 4% | 3% | 13% | -3% | 6% | 1% | 2%
Cc1sc(NC(=O)Cc2ccc3c(c2)OCO3)nc1-c1ccc2c(c1)CCN2C(=O)c1ccccc1F | -30% | -5% | -9% | -6% | 0% | -4% | 0% | -9%
O=C(c1ccc(Cl)s1)N1CCN(c2nc3ccccc3s2)CC1 | 0% | -3% | 1% | -6% | 4% | 8% | 6% | ?
CCCn1nc(C(=O)Nc2cc(C(=O)OC)ccc2C)c2ccccc2c1=O | -4% | -7% | -1% | 3% | -1% | 3% | 2% | -3%
Cc1noc(N)c1C(=O)Nc1ccc(F)cc1 | 6% | -1% | 4% | -5% | -2% | 10% | -9% | 1%
COc1cc(CNc2ccc(N3CCCC3)cc2)cc(Cl)c1OC | 14µM* | ? | ? | 23% | 9% | 10% | -10% | 4µM*
CC1CCN(S(=O)(=O)c2ccc3c(c2)CCN3C(=O)Nc2cccc(Br)c2)CC1 | . | ? | . | . | 0% | . | -5% | ?
C/C(Cn1nc([N+](=O)[O-])cc1C)=N\NC(=O)c1ccc(O)cc1O | 0% | 3% | 4% | -3% | -2% | 10% | 2% | -17%
Cc1ccc(-c2nnc(C3CCN(S(=O)(=O)c4ccc(C)c(C)c4)CC3)o2)cc1 | . | -7% | . | . | 0% | . | -5% | ?
O=C(COC(=O)c1cccc(Cl)c1Cl)NCCN1C(=O)CSC1=O | -5% | 2% | 6% | ? | -1% | 13% | -7% | 2%
Cc1cc(N2CCCC2)nc(-c2ccccc2O)n1 | ? | 0% | -8% | -6% | 3% | -10% | 6% | 13%
CC(=O)c1ccc(N/C=C\C(=O)c2ccc(C)cc2)cc1 | ? | 0% | -1% | i | -2% | 10% | 0% | ?
O=C(Cc1ccccc1)N1CCC(c2ccccc2)C1 (centres undefined) | 1% | 4% | -16% | -11% | -1% | 3% | -3% | 2%
COc1cc(/C=N/NC(=O)COc2cccc(F)c2)ccc1OS(=O)(=O)c1ccc(C)cc1 | -2% | ? | -8% | -14% | -2% | 2% | -4% | ?
CCCN(C(=O)Cc1c(C(=O)O)[nH]c2ccc(Cl)cc12)c1ccc(OCC)cc1 | . | 3% | . | . | -1% | . | -6% | -17%
Cc1cccc(C(=O)NNC(=O)c2ccc(Br)cc2)c1 | 7% | 1% | -3% | -4% | 0% | 21% | -2% | -3%
O=C(Cn1cncn1)NCCCc1ccccc1 | 1% | -1% | 23% | -6% | -5% | 2% | -4% | -4%
CCCCCCCn1c2c(c(=N)c3c1CCC3)CCCC2 | 3.5µM* | -1% | -12% | -19% | 0% | 8% | -3% | 3%
COc1ccccc1N(CC(=O)NC1CCCCC1)C(=O)CCC(=O)Nc1ccccn1 | 2% | 6% | . | i | 2% | 13% | -2% | -18%
COc1ccc(-c2cn3nc(N4CCC(C(=O)Nc5cc(Cl)ccc5C)CC4)sc3n2)cc1 | . | 1% | . | . | -9% | . | 5% | 10%
SMILES | JMJD2E inh | Tau FP inhib | L3MBTL1 block | RECQ1 helicase | TexasRed fluor | RGS12 GoLoco inh | TRb-SRC2 inh | Tau ThT inhib
O=C(c1ccc(-n2cnnn2)cc1)N1CCN(C(c2ccccc2)c2ccccc2)CC1 | -2% | 4% | -1% | -9% | 1% | 6% | 5% | -16%
O=C(C1=C[C@H](C2CCCCC2)C[C@H](OCCCCO)O1)N1CCOCC1 | 4% | 5% | 5% | -14% | 0% | -5% | 1% | -2%
CC(=O)Nc1nc(SCC(=O)NCC2CCCO2)[nH]c(=O)c1NC(=O)c1cccs1 (centres undefined) | 4% | 4% | . | 7% | -1% | 8% | -5% | 6%
CCOC(=O)C1CCN(Cc2ccc(F)c(Br)c2)CC1 | ? | -4% | 4% | -13% | 1% | -9% | -5% | -5%
CCOC(=O)c1cnc2ccc(F)cc2c1Nc1ccc2c(c1)OCCO2 | 0% | 2% | 0% | -6% | -5% | 7% | -4% | ?
Cc1cc(C)n2nc(S(=O)(=O)N(C)c3ccccc3)nc2n1 | 0% | -10% | -10% | 1% | -1% | 7% | -6% | -16%
COc1ccc(CNC(=O)c2cc(-c3ccccc3O)n[nH]2)cc1 | 5% | 2% | . | i | 3% | 10% | -15% | -2%
S=C(NNC(=S)NC1CC2C=CC1C2)NC1CC2C=CC1C2 (centres undefined) | -4% | 1% | -13% | -3% | -1% | -4% | -8% | -9%
Cc1cc(=O)oc2cc(OCC(O)CN3CCc4ccccc4C3)ccc12 (centres undefined) | ? | 2% | 4% | i | -5% | -1% | -7% | -17%
CCC(C)n1c(SCc2ccc(F)cc2Cl)nc2ccsc2c1=O (centres undefined) | . | -7% | . | . | 4% | . | 7% | 11%
Cn1c(=O)[nH]c(=O)c2c1nc(CN1CCN(c3cccc(Cl)c3)CC1)n2Cc1ccccc1Cl | -2% | -2% | -6% | 0% | -1% | -5% | -3% | -10%
O=C(COc1cccc2cccnc12)NNC(=O)Nc1ccccc1 | -23% | -2% | -4%[11.4 µM] | i | -2% | -10% | 0% | 2%
CN(C)CCCNCCCNC(=O)c1ccco1 | 24% | 11% | . | i | 0% | 2% | -2% | -9%
Cc1ccc(C(=O)NCC(=O)OCC(=O)Nc2cc(C)c(C)cc2[N+](=O)[O-])cc1 | 6% | ? | -8% | -1% | 1% | 1% | 0% | ?
CCCCCc1ccc(-c2ccc(Br)cc2)nc1 | . | 0% | . | . | -1% | . | -1% | -10%
C/C(=C\C(=O)c1ccc(Br)cc1)Nc1ccc(Cl)cc1 | 1% | 2% | 16% | 6% | -1% | -1% | 0% | 13%
CCOC(=O)c1nn(C)c(C)c1Cl | 7% | 6% | -1% | 0% | -1% | 0% | -2% | 2%
Cc1ccccc1NC(=O)C(C)c1ccc(-c2ccccc2)c(F)c1 (centres undefined) | 1% | -19% | . | -9% | 1% | -4% | 0% | -3%
Cc1ccc(S(=O)(=O)N(CC(=O)NCCSc2ccccn2)c2ccc(C)c(C)c2)cc1 | -4% | 7% | 0% | -9% | -6% | 1% | -2% | -18%
COC(=O)c1nnn(-c2cccc(C)c2)c1C(=O)OC | . | -7% | . | . | -1% | . | -3% | -3%
O=C(Nc1ccccc1F)c1ccc(-n2cncn2)nc1 | 1% | -5% | 7% | -1% | -3% | . | -3% | -12%
Cc1cc2oc(C(=O)N(Cc3cccs3)C3CCS(=O)(=O)C3)cc(=O)c2cc1Cl (centres undefined) | 0% | 3% | -7% | 6% | -3% | 5% | -2% | -12%
O=C(/C=C/c1ccccc1[N+](=O)[O-])N1CCCCC1 | -4% | 0% | . | -2% | 0% | 4% | -3% | -3%
COC(=O)c1cc(OC)c(OC)cc1NC(=O)CSc1ccccc1 | ? | 4% | 10% | i | -7% | -3% | 2% | -15%
CCOC(=O)c1c(C)n(C)c2ccc(O)c(CN(CC)CC)c12 | 5% | 8% | . | -5% | -4% | 9% | -16% | -4%
SMILES | JMJD2E inh | Tau FP inhib | L3MBTL1 block | RECQ1 helicase | TexasRed fluor | RGS12 GoLoco inh | TRb-SRC2 inh | Tau ThT inhib
COC(=O)[C@H](Cc1ccccc1)NC(=O)Nc1ccc(OC)cc1 | 5% | 10% | . | -8% | -1% | 5% | 3% | .
CCOC(=O)c1sc(/S(C)=N\S(=O)(=O)c2cccc(Cl)c2)c2c1CCC=C2 (centres undefined) | 0% | 2% | . | -5% | -3% | 0% | -2% | .
Cc1cc2cc(CNC(=O)C3CC3)ccc2n1C | ? | 1% | -5% | 8% | 10% | -8% | -7% | -12%
Cc1cccc(Nc2nc(N)c([N+](=O)[O-])c(N3CCOCC3)n2)c1 | 1% | -5% | -8% | -1% | -3% | 1% | -10% | ?
CCOC(=O)c1ccccc1NC(=O)CSc1c(C)cnc2c1c(=O)n(C)c(=O)n2C | . | -3% | . | . | 1% | . | -6% | -1%
O=C1[C@@H]2[C@H](C(=O)N1Cc1cccnc1)[C@H]1C=C[C@@H]2C1 | 0% | 0% | . | -7% | 0% | -10% | -8% | -6%
CC(O)Cn1c(=O)c2c(nc(Br)n2Cc2ccccc2)n(C)c1=O (centres undefined) | -2% | -2% | -7% | i | 3% | -1% | -9% | -6%
COc1cc(S(=O)(=O)NCCN2CCOCC2)ccc1-n1cnnn1 | -2% | 6% | -14% | -2% | 0% | -19% | 9% | 10%
O=C(COC(=O)c1ccc(S(=O)(=O)N2CCOCC2)cc1)NCc1cccs1 | -1% | -6% | . | -1% | 1% | -1% | 0% | -9%
CC1=C(C(=O)Nc2ccccn2)C(c2ccc(Cl)cc2)NC(=S)N1 (centres undefined) | ? | -2% | . | -1% | -2% | 9% | -1% | -10%
NC(=S)N=Nc1c(O)n(C2OC(=O)c3ccccc32)c2ccccc12 (centres undefined) | 6% | 6% | -5% | 1% | 0% | 10% | -7% | ?
CCOC(=O)N1CCN(S(=O)(=O)c2ccc(OCC)cc2)CC1 | -2% | 4% | . | i | -6% | 3% | -4% | -2%
